SRC1 TRFRET art: flags TR-FRET format artefacts in PPARgamma SRC-1 recruitment agonist screen. actives 0.34% (n = 99,000). TR-FRET ratio at 8 µM. TR-FRET detection artefact counter-screen, emission ratio; stronger effect = higher value. AID 1051; in the data active = TR-FRET ratio above about 2300; note: inactives centre near 1800; reference of the scale not given here
SRC3 TRFRET art: counter-screen for PPARgamma SRC-3 recruitment agonists: TR-FRET artefact; TR-FRET ratio at 8 µM; AID 1048; PPARgamma/SRC-3 format; stronger effect = higher value; actives 0.39% (n = 99,000); in the data active = TR-FRET ratio above about 2000; note: inactives centre near 1600; reference of the scale not given here
* = called active by the depositor.

The line under a structure holds: SRC1 TRFRET art | SRC3 TRFRET art
CCOC(=O)CC(NS(=O)(=O)c1ccc(OC)c(C)c1)c1cccc([N+](=O)[O-])c1 (stereo not drawn)
    1736 | 1368
CCS(=O)(=O)NCC(c1cccnc1)N1CCN(c2ccc(OC)cc2)CC1 (stereo not drawn)
    1818 | 1484
Cc1nn(Cc2ccccc2Cl)c(C)c1NC(=O)CCCn1nc([N+](=O)[O-])c(Cl)c1C
    1906 | 1785
O=C(COC(=O)c1ccc(Cl)cc1O)NC(=O)C1CCCCC1
    1800 | 1503
CCOc1ccc(-c2nc(C#N)c(NCc3ccco3)o2)cc1
    1548 | 1479
COc1ccc(-c2csc(N)n2)cc1
    1876 | 1506
CCOc1ccc(C2CC(c3c(O)c4ccccc4oc3=O)=NN2c2ccccc2)cc1OC (stereo not drawn)
    1863 | 1679
Cc1ccc(CN2CCNC(=O)C2CC(=O)NCCCn2ncc3ccccc32)o1 (stereo not drawn)
    1433 | 1532
O=C(CSc1nnc2ccccn12)NCc1cccs1
    1814 | 1630
COc1cc(/C=N/NC(=O)c2ccoc2C)ccc1O
    2021 | 1558
CCOC(=O)c1c(C)[nH]c(C(=O)COC(=O)/C=C/c2ccc(OCC#N)c(OC)c2)c1C
    2024 | 1530
Cc1ccc(S(=O)(=O)N2CCOCC2)cc1NC(=O)COC(=O)c1ccc2c(c1)OCO2
    1901 | 1447
O=C(COC(=O)C1(c2ccccc2F)CCCC1)NCc1cccs1
    1867 | 1795
CC(=O)Nc1ccc(S(=O)(=O)Nc2nccc(/C=C/c3ccccc3F)n2)cc1
    1718 | 1499
CC(=O)NNC(=S)NC(=O)C(c1ccccc1)c1ccccc1
    1478 | 1554

Record cards, from the list above. Order of values: SRC1 TRFRET art	SRC3 TRFRET art
O=C(CSc1nnc2ccccn12)NCc1cccs1 is listed as 1814	1630
CCOC(=O)CC(NS(=O)(=O)c1ccc(OC)c(C)c1)c1cccc([N+](=O)[O-])c1 (stereo not drawn) is listed as 1736	1368

(further entries)
The line under a structure holds: SRC1 TRFRET art | SRC3 TRFRET art
CC(C)(C)c1ccc(NC(=O)CSc2nnc(-c3n[nH]c4ccccc34)o2)cc1
    1923 | 1795
C[C@@H]1NC(=O)[C@H](CC(N)=O)NC(=O)c2cc([N+](=O)[O-])cc(I)c2OCC[C@@H](C(=O)NC(CC(=O)O)C(N)=O)NC1=O (stereo partly drawn)
    1798 | 1590
Cc1ccc(-c2cc(C(F)F)n3ncc(C(=O)N4CCCCC4c4cccnc4)c3n2)cc1 (stereo not drawn)
    1668 | 1540
Cc1ccc(N2NC(=O)/C(=C/c3ccc(-c4ccc(Cl)c(C(=O)O)c4)o3)C2=O)cc1
    1768 | 1486
CC1CC1C(=O)OCC(=O)Nc1ccccc1Oc1ccccc1 (stereo not drawn)
    1746 | 1850
CCN(CC)S(=O)(=O)c1ccc(OC)c(NC(=S)Nc2cccc(C)c2)c1
    1624 | 1579
COc1ccc2c(c1)NC(C)(C)C=C2C
    1898 | 1715
N#CC1=C(N)Oc2c(O)cc3ccccc3c2C1c1ccsc1 (stereo not drawn)
    1836 | 1758
Cc1nc2ccc(NC(=O)c3ccco3)cc2nc1C
    1587 | 1500
CC(C)CNC(=S)N1CCN(c2nc3ccccc3s2)CC1
    1652 | 1470
CCn1ccc(C(=O)Nc2ccccc2Cl)n1
    1803 | 1624
COc1cc(NC(=O)C(=O)NNC(=O)C2CCCCC2)c(OC)cc1Cl
    1906 | 1861
CN(C)c1ccc(C(=O)/C=C/c2ccc(Br)cc2)cc1
    1561 | 1474
O=C(CCCCCCCC(=O)c1ccccc1)c1ccccc1
    1715 | 1605
O=C(Nc1ccccc1F)NC1CC1
    1701 | 1407
O=C(COC(=O)c1ccc[nH]c1=O)NCCc1ccc(F)cc1
    1713 | 1493
O=C(/C=C/c1c(Cl)cccc1Cl)NCc1ccco1
    1569 | 1625
O=C(CCNS(=O)(=O)c1ccc(Br)s1)NCc1ccc(F)cc1
    1781 | 1570
Cc1ccc(NC(=O)COC(=O)C(CC(C)C)N2C(=O)C3CC=CCC3C2=O)c(C)c1 (stereo not drawn)
    2226 | 1715
O=C(COc1ncnc2sccc12)NC1CCCc2ccccc21 (stereo not drawn)
    1914 | 1564
O=C(CN1C(=O)C2CC=CCC2C1=O)NCC(=O)Nc1ccc(F)c(F)c1F (stereo not drawn)
    1865 | 1697
COc1ccc(Cl)cc1NC(=S)NNC(=O)C1(C)CC1(Cl)Cl (stereo not drawn)
    1776 | 1759
COc1cccc(/C=N/N2CCOCC2)c1O
    1769 | 1676
COC(=O)Nc1nc(-c2cc(Cl)ccc2Cl)cs1
    1658 | 1607
C/C(CC(=O)NCc1ccco1)=N\NC(=O)CC#N
    1600 | 1699
Cc1ccc(S(=O)(=O)n2c([N+](=O)[O-])cnc2C)c(C)c1C
    1737 | 1728
COc1cccc(OC)c1OCCCOc1ccc(C)cc1Br
    1664 | 1568
CC(=O)NC(Cc1ccccc1)c1ccc2c(c1)OCCCO2 (stereo not drawn)
    1723 | 1541
Clc1cccc(-c2ccc(C=Nc3ccc(N4CCOCC4)cc3)o2)c1Cl
    2633* | 1962
O=C(c1cccs1)N1CCN(S(=O)(=O)c2cccs2)CC1
    1959 | 1517
O=C(NC(=S)N1CCN(c2ccc([N+](=O)[O-])cc2)CC1)c1ccccc1Cl
    1987 | 1602
COCC(C)n1c(=O)sc2ccccc2c1=O (stereo not drawn)
    1669 | 1616
Cc1ccc(S(=O)(=O)N2CCN(CC(=O)N/N=C\C(Cl)=C\c3ccccc3)CC2)cc1
    1908 | 1551
COc1ccc(CCN(C)C(=O)C2CCN(Cc3ccccc3)CC2)cc1OC
    1603 | 1806
CS(=O)(=O)N1CCC(C(=O)Nc2ccc(F)cc2F)CC1
    1931 | 1384
O=C(NCCCl)Nc1cccnc1Cl
    1767 | 1465
COc1ccc(CNC(=O)C2CCCN2S(=O)(=O)c2ccc(S(=O)(=O)N(C)C)cc2)cc1 (stereo not drawn)
    1854 | 1651
Nc1n[nH]c2c1C1(CCCCC1)Cc1ccccc1-2
    1944 | 1487
O=C(NCCc1c[nH]c2ccccc12)/C(=C/c1cccnc1)NC(=O)c1cccs1
    1709 | 1479
Cc1cccc(OCCCC(=O)Nc2ccc(S(N)(=O)=O)cc2)c1C
    1613 | 1527
CN(C(=O)CSc1nnc(-c2cccnc2)n1-c1ccccc1F)C1CCS(=O)(=O)C1 (stereo not drawn)
    1561 | 1400
NC(=O)CSc1nnc(Cc2ccc3c(c2)OCO3)o1
    2062 | 1716
COc1ccc(/C=C2\CCCc3c2nc2ccccc2c3C(=O)OCC(=O)c2c(N)n(C)c(=O)n(C)c2=O)cc1
    1867 | 1636
CC(Oc1cccc(NC(=O)c2cccs2)c1)C(=O)c1ccccc1 (stereo not drawn)
    1866 | 1418
O=C(NCCC1=CCCCC1)C1CCC(CNS(=O)(=O)c2ccccc2)CC1 (stereo not drawn)
    1870 | 1747

Part of the list above in another layout.
canonical_smiles,SRC1 TRFRET art,SRC3 TRFRET art
CN(C(=O)CSc1nnc(-c2cccnc2)n1-c1ccccc1F)C1CCS(=O)(=O)C1 (stereo not drawn),1561,1400
NC(=O)CSc1nnc(Cc2ccc3c(c2)OCO3)o1,2062,1716
COc1ccc(/C=C2\CCCc3c2nc2ccccc2c3C(=O)OCC(=O)c2c(N)n(C)c(=O)n(C)c2=O)cc1,1867,1636
CC(Oc1cccc(NC(=O)c2cccs2)c1)C(=O)c1ccccc1 (stereo not drawn),1866,1418
O=C(NCCC1=CCCCC1)C1CCC(CNS(=O)(=O)c2ccccc2)CC1 (stereo not drawn),1870,1747

More records
The line under a structure holds: SRC1 TRFRET art | SRC3 TRFRET art
CCOC(=O)c1ccc(NC(=O)c2ccccc2N(C)S(=O)(=O)c2ccccc2)cc1
    1732 | 1438
COc1ccc(COC(=O)Nc2cn(C)nc2C(F)(F)F)cc1
    1693 | 1603
CC1(C)CC(=O)N(Cc2ccccc2)C(=O)C1
    1835 | 1572
CN(C)CCOc1cccc(Cl)c1
    1775 | 1493
COc1ccc(NC(=O)c2cccnc2SC)cc1S(=O)(=O)N1CCCCC1
    1779 | 1626
O=C(NNC1CC(=O)N(c2ccc3c(c2)OCCO3)C1=O)c1ccc(Cl)cc1 (stereo not drawn)
    2082 | 1662
CN(C)S(=O)(=O)c1cccc(NC(=O)COC(=O)c2cccc(S(=O)(=O)N3CCc4ccccc4C3)c2)c1
    1758 | 1559
c1csc(-c2nnc(N3CCCCCC3)c3ccccc23)c1
    1959 | 1537
CCCCC(=O)Nc1cccn2ncnc12
    1611 | 1527
O=C(O)c1cccc(NC(=S)N/N=C/c2cccc(O)c2)c1
    1568 | 1390
CCCCNC(=S)N1CCN(C)CC1
    1880 | 1554
CCOC(=O)CC1=C(C#N)C(c2cccnc2)C(C(=O)OCC)=C(N)O1 (stereo not drawn)
    1702 | 1684
CC(=O)NS(=O)(=O)c1ccc(NC(=O)c2ccc(-n3nc(C)cc3C)cc2)cc1
    1906 | 1614
Cc1cc(NC(=O)Cn2ccc([N+](=O)[O-])n2)no1
    1928 | 1708
Cc1ccc(-n2c(SCC(=O)NCCN3C(=O)CSC3=O)nnc2-c2ccccc2)cc1C
    1798 | 1498
Cc1ccc(/C=C/C(=O)N2CCC(Cc3ccccc3)CC2)cc1
    1818 | 1628
Cc1nnc(C)c2c(C)n(-c3ccccc3N)c(C)c12
    1792 | 1386
COc1ccc(NC(=O)c2c(C)nn(Cc3ccccc3)c2Cl)cc1S(=O)(=O)N1CCOCC1
    2290 | 1778
COC(=O)c1ccccc1NC(=O)C1CC(=O)N(c2ccc(OC)cc2)C1 (stereo not drawn)
    1995 | 1620
CCCC(=O)C1=C(O)C(C(=O)OC)C(C)(C)CC1=Nc1ccc(C)cc1 (stereo not drawn)
    1586 | 1422
CC1CCCN(C(=O)Cc2cn(Cc3cccc(Cl)c3)c3ccccc23)C1 (stereo not drawn)
    1698 | 1605
c1ccc(CSc2ccc(-c3ccc4c(c3)OCO4)nn2)cc1
    1776 | 1560
CCOC(=O)CSc1c(-c2ccc(Cl)cc2)[nH]c2ccccc12
    2190 | 2441*
COc1cc(/C=C(\NC(C)=O)C(=O)NC(C)(C)CC(C)(C)C)ccc1OC(C)=O
    1875 | 1442
CCOC(=O)C1=C(c2ccccc2)NC(=O)NC1c1ccc(O)c(OCC)c1 (stereo not drawn)
    1956 | 1610
O=C(CN1C(=O)NC2(CCCCC2)C1=O)N1CCN(S(=O)(=O)c2ccccc2)CC1
    2240 | 1620
Cc1cc(N/N=C/c2ccccc2Br)nc2ccccc12
    1810 | 1600
Cc1ccc(C(=O)CN(Cc2ccccc2)C2=NCCS2)cc1
    1519 | 1737
O=C(COC(=O)c1ccco1)Nc1ccc2c(c1)OCO2
    1648 | 1498
NC(=O)NOCc1ccccc1F
    1674 | 1707
Cn1ncc([N+](=O)[O-])c1C(=O)n1nnc2ccccc21
    1882 | 1501
Cc1ccc(-n2ncc3c(=O)n(CC(=O)N4CCN(c5ccccc5)CC4)cnc32)cc1C
    1590 | 1476
Cc1ccc(CNC(=O)Cn2cc(C(F)(F)F)ccc2=O)cc1
    1738 | 1691
O=c1[nH]c(C2C3CC4CC(C3)CC2C4)nc2ccccc12 (stereo not drawn)
    1721 | 1516
CCCN1C(=O)C(Cc2nc3ccccc3c(=O)n2-c2ccccc2)c2cc(C)ccc21 (stereo not drawn)
    1799 | 1371
COc1ccccc1/C=N\Nc1cn[nH]c(=O)c1Cl
    1848 | 1577
Cc1ccc2cn[nH]c2c1N
    1801 | 1813
FC(F)(F)c1nnc2ccc(Cl)nn12
    1804 | 1636
COC(=O)C(CCSC)NC(=O)Cn1ncc2c(=O)oc3ccc(C)cc3c21 (stereo not drawn)
    1636 | 1431
COC(=O)N1[C@H](Cc2ccccc2)C=C[C@]1(C)C(=O)NCc1ccccn1
    1734 | 1329
COc1ccc(OC)c(Nc2ccc(C(=O)O)cc2[N+](=O)[O-])c1
    1886 | 1375
C/C(=N/NC(=O)c1ccoc1C)c1cccc(NC(=O)C(F)(F)F)c1
    1600 | 1515
COc1ccc(OCC(=O)NCCC2=CCCCC2)c([N+](=O)[O-])c1
    1864 | 1558
COc1ccc(C(=O)N/N=C/c2c(C)[nH]c(=O)[nH]c2=O)cc1
    1858 | 1479
O=C(CSc1nnc(-c2ccc3c(c2)OCO3)o1)Nc1ncc(C(F)(F)F)cc1Cl
    1755 | 1486

Ordered by heavy-atom count (ascending): some entries from above.
The line under a structure holds: SRC1 TRFRET art | SRC3 TRFRET art
FC(F)(F)c1nnc2ccc(Cl)nn12
    1804 | 1636
Cc1ccc(CNC(=O)Cn2cc(C(F)(F)F)ccc2=O)cc1
    1738 | 1691
C/C(=N/NC(=O)c1ccoc1C)c1cccc(NC(=O)C(F)(F)F)c1
    1600 | 1515

Next part.
The line under a structure holds: SRC1 TRFRET art | SRC3 TRFRET art
CCOC(=O)COc1ccc(S(=O)(=O)N2CCN(c3ccc(OC)cc3)CC2)cc1
    1803 | 1414
Cc1nn(CC(=O)c2ccc(Cl)s2)c(C)c1[N+](=O)[O-]
    2029 | 1732
Cc1ccc(OCC(=O)N2N=C(c3ccc(Cl)cc3)CC2c2ccco2)c([N+](=O)[O-])n1 (stereo not drawn)
    2008 | 1771
Nc1nc(-n2cnnc2)nn1-c1ccccc1
    1777 | 1554
O=C(CN1C(=O)NC(Cc2c[nH]c3ccccc23)C1=O)Nc1cccc(S(=O)(=O)N2CCCC2)c1 (stereo not drawn)
    1769 | 1686
CC1(C)CC(=O)C/C(=N/Nc2nc3ccccc3s2)C1
    1533 | 1684
COc1cc(OC)cc(C(=O)NC(C(=O)O)C23CC4CC(CC(C4)C2)C3)c1 (stereo not drawn)
    1861 | 1712
CCOC(=O)c1c(CN(C)C)n(-c2ccccc2)c2cc(Br)c(OC)cc12
    1923 | 1573
COCCN(C(C)=O)c1nnc(-c2cnccn2)s1
    1650 | 1424
CCOC(=O)C1=C(C)NC(=S)NC1c1ccc(-c2ccc(Cl)cc2)o1 (stereo not drawn)
    2030 | 1794
CCOc1ccccc1CN1CCN(Cc2cccc3nonc23)CC1CCO (stereo not drawn)
    1960 | 1342
Cn1c(Cc2ccccc2)n[nH]c1=S
    1705 | 1518
Cc1nnc(NC(=O)C2COc3ccccc3O2)s1 (stereo not drawn)
    1733 | 1323
Cc1ccc(C(=O)Nc2c(C)cc(-c3ccccc3)oc2=O)cc1
    1949 | 1582

An excerpt (hit frequency here may not be typical).
